Assay outcomes: PubChem BioAssay, National Center for Advancing Translational Sciences (NCATS)
SMN2 splice enh = increases expression of the SMN2 splice variant | actives 2.8% (n = 210,000) | Potency, µM (top dose mostly 46.1 µM), inactives show top-dose activity change, positive = activation, hits mostly activators | HEK293 SMN2-luciferase splicing reporter, luminescence, 30-36 h | AID 1458; also: % of control where 0% means no effect; nearly all actives have a fitted effect of over 55% in size
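HEK293 cells carry an SMN2 minigene-luciferase reporter in which exon 7 inclusion puts luciferase in frame. Cells were seeded at 2000 cells/well, attached for 10-12 hours, then exposed to compounds for 30-36 hours at 37C before ONE-Glo luminescence.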
RGS12 GoLoco inh = RGS12 GoLoco-Gai1 interaction inhibition; P63096; Gai1:RGS12 GoLoco peptide FP, rhodamine, 10 min; Potency, µM (titrated, usually from 61.6 µM), for the others: at the highest dose activity, negative = inhibition, actives largely listed as inhibitors; actives 0.44% (n = 230,000); AID 880; active = well fitted inhibition curve with a large enough effect, not every such curve was filed as active; inactive = no such curve, though single readings can be large or run the other way; also: % is scaled to controls: 0 for no effect and ±100 for the full control effect; nearly all actives have a fitted effect of over 30% in size; many of its hits are not listed in these tables
Target sequence (P63096 whole entry, looked up): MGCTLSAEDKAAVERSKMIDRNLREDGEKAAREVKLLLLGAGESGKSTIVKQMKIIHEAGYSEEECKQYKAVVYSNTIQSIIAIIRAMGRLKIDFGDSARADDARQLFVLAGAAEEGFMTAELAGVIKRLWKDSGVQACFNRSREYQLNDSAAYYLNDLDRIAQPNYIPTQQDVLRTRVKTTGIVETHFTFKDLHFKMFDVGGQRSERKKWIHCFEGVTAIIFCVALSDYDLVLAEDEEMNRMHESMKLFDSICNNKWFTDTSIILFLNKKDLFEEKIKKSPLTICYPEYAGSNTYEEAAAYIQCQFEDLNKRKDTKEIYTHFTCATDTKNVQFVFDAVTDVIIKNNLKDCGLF
TexasRed fluor = alters Texas Red total fluorescence, flagging assay interference; actives 0.29% (n = 280,000); TRb/SRC2 Texas Red total fluorescence interference; Potency, µM (titrated, usually from 106 µM), for the others: at the highest dose fluorescence change, negative = quenching; active = well fitted curve in either direction with a large enough effect; inconclusive = small, poorly fitted or top-dose-only effect; also: % is scaled to controls: 0 for no effect and ±100 for the full control effect
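Flags fluorescent or light-absorbing compounds by total fluorescence, S + 2P, at 555 nm excitation and 632 nm emission. Mixture: 20 nM Texas Red SRC2 peptide, 0.6 uM human TRb LBD, 1 uM T3, 5% DMSO; compound exposure 5 h at ambient temperature.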
KDM4E inh = blocks human JMJD2E demethylase activity; Potency, µM (top dose mostly 57.1 µM), without a hit: top-dose activity change, negative = inhibition, hits mostly inhibitors; actives 1.6% (n = 230,000); B2RXH2; AID 2147; JMJD2E catalytic domain, FDH-coupled NADH fluorescence (FDH is formaldehyde dehydrogenase); active = well fitted inhibition curve with a large enough effect, not every such curve was filed as active; inconclusive = small, poorly fitted or top-dose-only effect, or another doubt; inactive = no such curve, though single readings can be large or run the other way;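 also: 0% = wells with enzyme and -100% = buffer wells without enzyme; nearly all actives have a fitted effect of over 50% in size; many of its hits are not listed in these tables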
TRb SRC2 PPI = TRbeta-SRC2 interaction inhibition. P10828. TRbeta-SRC2 peptide binding, fluorescence polarization; receptor liganded with 1 µM T3. Potency, µM (doses to about 106 µM), for inactives: top-dose activity change, negative = inhibition, most hits filed as inhibitors. actives 0.065% (n = 280,000). AID 1469;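 also: plate controls were bound peptide for no effect and peptide without receptor for full effect; nearly all actives have a fitted effect of over 50% in size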
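TRb LBD 0.6 uM + Texas Red SRC2 peptide 20 nM, 1 uM T3, Tris buffer w/ 5% DMSO; compound pinned, 5 h RT; FP read ex 555/em 632; normalized to unbound and bound controls.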
Lamin A splicing = changes lamin A minigene splicing in HeLa cells. HeLa LMNA splicing GFP/RFP minigene ratio, 48 h. Potency, µM (top dose mostly 46.1 µM), for inactives: at the top dose ratio change, negative = inhibition, actives largely listed as inhibitors. actives 0.01% (n = 200,000). AID 1487; active = well fitted inhibition curve with a large enough effect in the signal ratio, with a control signal flat, not every such curve was filed as active; inconclusive = small, poorly fitted or top-dose-only effect, or effect the other way, or a change in a side signal; the % refers to the signal ratio; also: % is scaled to controls: 0 for no effect and ±100 for the full control effect
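S3 HeLa stable clones carrying a lamin A-EGFP splicing minigene plus DsRed2 were seeded at 600 cells/well in Opti-MEM with 2% FBS, pin-dosed and incubated 48 h at 37°C. Acumen cytometry (488 nm) gave the GFP/RFP total-intensity ratio.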
ALDH1A1 block = blocks purified human ALDH1A1 activity; P00352; Purified ALDH1A1, NADH fluorescence, propionaldehyde substrate; Potency, µM (doses to about 75.3 µM), without a hit: at the top dose activity, negative = inhibition, actives largely listed as inhibitors; actives 7.3% (n = 220,000); active = well fitted inhibition curve with a large enough effect, not every such curve was filed as active; inconclusive = small, poorly fitted or top-dose-only effect, or another doubt; inactive = no such curve, though single readings can be large or run the other way;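 also: plate controls were no enzyme wells and a reference inhibitor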
Target sequence (P00352 whole entry, looked up): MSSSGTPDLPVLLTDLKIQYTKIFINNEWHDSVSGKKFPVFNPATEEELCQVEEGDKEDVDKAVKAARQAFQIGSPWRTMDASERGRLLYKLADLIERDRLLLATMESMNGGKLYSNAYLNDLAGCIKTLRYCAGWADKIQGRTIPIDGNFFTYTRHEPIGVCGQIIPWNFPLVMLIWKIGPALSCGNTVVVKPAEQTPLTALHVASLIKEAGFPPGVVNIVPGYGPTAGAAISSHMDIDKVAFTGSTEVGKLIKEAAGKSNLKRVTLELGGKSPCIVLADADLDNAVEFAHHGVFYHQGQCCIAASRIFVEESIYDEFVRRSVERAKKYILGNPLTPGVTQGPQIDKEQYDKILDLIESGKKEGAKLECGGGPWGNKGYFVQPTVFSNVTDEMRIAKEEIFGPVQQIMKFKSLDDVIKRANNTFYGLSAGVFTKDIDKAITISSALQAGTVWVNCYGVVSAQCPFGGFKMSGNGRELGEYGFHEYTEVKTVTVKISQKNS
RECQ1 inh = inhibitors of human RECQ1 DNA helicase | P46063 | RECQ1 DNA unwinding, red fluorescence kinetic read | Potency, µM (titrated, usually from 57.3 µM), for the others: at the top dose activity, negative = inhibition, usual class: inhibitors | actives 0.54% (n = 240,000);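 also: plate controls were vehicle for no effect and no enzyme for full effect; nearly all actives have a fitted effect of over 30% in size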
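RECQ1T1 50 nM; forked duplex (20 bp + 30-nt ss tails) 200 nM, ATP 2 mM final; pH 8.0, 2 mM MgCl2, 2.5 ug/ml poly(dI-dC); 15 min compound preincubation; discontinuous kinetic read over 2 h at RT.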
* marks the source's active call; other numbers are inactive results; i = inactive; ? = inconclusive; nt = not tested or not shown; & = joins results of further samples; [ ] = remark or other dose. Unless noted, calls follow the shape of the dose curve; as a rule, active = well fitted curve in the direction sought with a large enough effect; inconclusive = small, poorly fitted or top-dose-only effect, or another doubt; inactive = no such curve, though single readings can be large; an effect the other way counts as inactive or inconclusive. Potency is read from the fitted curve at half-maximal effect.

SMILES	SMN2 splice enh	RGS12 GoLoco inh	TexasRed fluor	KDM4E inh	TRb SRC2 PPI	Lamin A splicing	ALDH1A1 block	RECQ1 inh
CCNc1nc(-c2ccc(Cl)cc2)cs1	27%	-10%	-1%	-2%	-3%	?	?	-12%
O=C(O)CSc1c2c(nc3cc(C(=O)N4CCCC4)ccc13)CCCC2	1%	-9%	-3%	-15%	-4%	nt	-5%	0%
CCC1CCCCN1CCCNC(=O)Cn1nc(-c2ccccc2)ccc1=O (configuration not stated)	nt	nt	-8%	-1%	2%	?	-1%	i
Cc1ccc2c(CC(=O)OCc3csc(C)n3)coc2c1	6%	-13%	-2%	2%	-1%	-3%	6%	-8%
CCCn1nnc(NC(=O)c2ccc(-c3ccccc3)cc2)n1	?	-2%	-1%	-2%	-3%	7%	-11%	i
CCOC(=O)c1ccc(CSc2nnc(N)s2)cc1	?	9%	0%	7%	2%	8%	3%	-13%
CC(C)C(=O)NC(c1ccc(N(C)C)cc1)c1c(O)ccc2ccccc12 (configuration not stated)	nt	4%	-4%	-14%	-6%	nt	nt	-15%
CC(=O)OC1CC(OC(C)=O)[C@]2(C)C(CC(OC(C)=O)[C@@]3(C)C4=CC(=O)OC(c5ccoc5)[C@]4(C)CCC32)C1(C)C (some centres not stated)	-14%	1%	0%	1%	-7%	nt	-6%	-5%
Cc1cccc(NC(=O)CSc2nnc(CCNC(=O)OC(C)(C)C)o2)c1C	nt	-4%	0%	11%	0%	nt	nt	-7%
Cc1sc2nc(CN3CCOCC3)nc(Oc3ccc(NC(=O)c4ccco4)cc3)c2c1C	nt	10%	1%&0%	-6%&-7%	5%&3%	2%	18µM*	-5%
O=C1CC(c2ccco2)Sc2nc3ccccc3n21 (configuration not stated)	11%	3%	-1%	-2%	0%	5%	1%	i
COc1ccc(-n2nc([N+](=O)[O-])c(=NCCc3cccc(C)c3)n2O)cc1	nt	13%	0%	5%	-1%	nt	?	-14%

Five neighbouring compounds already listed:
SMILES	SMN2 splice enh	RGS12 GoLoco inh	TexasRed fluor	KDM4E inh	TRb SRC2 PPI	Lamin A splicing	ALDH1A1 block	RECQ1 inh
CC(=O)OC1CC(OC(C)=O)[C@]2(C)C(CC(OC(C)=O)[C@@]3(C)C4=CC(=O)OC(c5ccoc5)[C@]4(C)CCC32)C1(C)C (some centres not stated)	-14%	1%	0%	1%	-7%	nt	-6%	-5%
Cc1cccc(NC(=O)CSc2nnc(CCNC(=O)OC(C)(C)C)o2)c1C	nt	-4%	0%	11%	0%	nt	nt	-7%
Cc1sc2nc(CN3CCOCC3)nc(Oc3ccc(NC(=O)c4ccco4)cc3)c2c1C	nt	10%	1%&0%	-6%&-7%	5%&3%	2%	18µM*	-5%
O=C1CC(c2ccco2)Sc2nc3ccccc3n21 (configuration not stated)	11%	3%	-1%	-2%	0%	5%	1%	i
COc1ccc(-n2nc([N+](=O)[O-])c(=NCCc3cccc(C)c3)n2O)cc1	nt	13%	0%	5%	-1%	nt	?	-14%

The list continues:
SMILES	SMN2 splice enh	RGS12 GoLoco inh	TexasRed fluor	KDM4E inh	TRb SRC2 PPI	Lamin A splicing	ALDH1A1 block	RECQ1 inh
Cc1ccc(OCCOCCNC(C)C)c(Br)c1	-4%	-2%	3%	-12%	0%	0%	-6%	i
COC(=O)c1cn(-c2ccccc2)nc1-c1ccncc1	-11%	5%	0%	-3%	5%	-4%	?	-11%
CC(C)CC1c2[nH]c3ccccc3c2CCN1C(=O)c1cnccn1 (configuration not stated)	nt	7%	-4%	-10%	2%	nt	2%	-5%
COc1ccc2c(c1)C(=O)CC(c1ccccc1F)O2 (configuration not stated)	-1%	-1%	-2%	?	-32%	4%	?	-10%
Cc1ccc2[nH]c3c(c2c1)CCc1cn[nH]c1-3	7%	-11%	-15%	?	8%	?	?	i
CC(=O)OCc1cc(=O)n(C)c(=O)n1C	nt	-4%	2%	-5%	7%	2%	-5%	15%
O=C(CN1CCCCCC1)NCCN1C(=O)S/C(=C\c2ccccc2Cl)C1=O	7%	-3%	-1%	2%	-5%	nt	-7%	1%
COc1ccc(-c2noc(C)c2-c2ccc3ccccc3n2)c(O)c1	-37%[inhibitor]	5%	-1%	-5%	-12%	?	?	i
Cc1cc(=O)n2c(C(=O)Nc3ccc(C)c(C)c3)c(C(=O)Nc3ccccc3)sc2n1	-25%&4%	24%	1%&-12%	-4%	2%&-3%	?	?	-6%
CCCC/C(O)=N\S(=O)(=O)c1ccc(N=NN(C)C)cc1	-4%	4%	-4%	8.9µM*	5%	-5%	0%	i
COCCOC(=O)c1c(NC(=O)CSc2cccc[n+]2[O-])sc(C(N)=O)c1C	0%	-2%	-1%	4%	-7%	nt	11%	-3%
COC(=O)C1CCN(Cc2ccc(OCCCN3CCN(c4ccc([N+](=O)[O-])cc4)CC3)cc2)CC1	nt	1%	-4%	-2%	3%	nt	2%	i
O=C(NCc1ccccc1)NC(O)C(Cl)(Cl)Cl (configuration not stated)	nt	3%	-2%	-3%	-3%	8%[46 µM]	6%	i
O=C(/C=C/c1cccs1)N1CCC2(CC1)Oc1ccc(F)cc1C(=O)C21CC(c2ccc(Cl)cc2)=NO1 (configuration not stated)	nt	10%	-2%	-9%	-3%	nt	nt	i
O=C(C1CCCCN1S(=O)(=O)c1ccccc1)N1CCCCC1 (configuration not stated)	-6%	-16%	-7%	0%	-5%	0%	?	i
CCOC(=O)C1=C(C)Nc2sc(C(=O)c3ccc(Br)cc3)c(N)c2C1c1ccc(C(=O)OC)cc1 (configuration not stated)	4%	6%	-1%	-3%	-1%	2%	4%	i
CCCCNC(=O)Cn1c(=O)n(C)c2ccccc21	13%	1%	-2%	6%	6%	-9%	8%	1%
CNC(=O)CN(c1cc(C)ccc1OC)S(=O)(=O)c1ccc(C)cc1	0%	1%	1%	7%	-7%	14%	0%	-14%
Fc1cccc(CN2CCN3CCCC3C2C2CCCCC2)c1 (configuration not stated)	9%	3%	-2%	1%	-21%	13%[0.0737 µM]	6%	-2%
O=C(O)c1cccc(N/N=C/c2cccnc2)c1	8.9µM*	-13%	1%	-4%	10%	?	-7%	-3%
CNC(=S)NCCc1ccc(OC)cc1	0%	3%	-2%	?	9%	?	-2%	i
CNS(=O)(=O)c1ccc(C(C)(C)C)cc1	nt	8%	-1%	1%	0%	-17%[46 µM]	?	-5%
CC(C)Sc1nc2ccc(N3C(=O)C4CCCCC4C3=O)cc2s1 (configuration not stated)	?	7%	-4%	7%	-5%	-11%	5%	3%
CCSc1nnc(Cn2c(=O)sc3ccccc32)n1C	1%	3%	-10%	0%	1%	-8%	2%	-5%

Record cards (already shown):
`COCCOC(=O)c1c(NC(=O)CSc2cccc[n+]2[O-])sc(C(N)=O)c1C` is listed with SMN2 splice enh = 0%; RGS12 GoLoco inh = -2%; TexasRed fluor = -1%; KDM4E inh = 4%; TRb SRC2 PPI = -7%; Lamin A splicing = nt; ALDH1A1 block = 11%; RECQ1 inh = -3%
`Cc1sc2nc(CN3CCOCC3)nc(Oc3ccc(NC(=O)c4ccco4)cc3)c2c1C` is listed with SMN2 splice enh = nt; RGS12 GoLoco inh = 10%; TexasRed fluor = 1%&0%; KDM4E inh = -6%&-7%; TRb SRC2 PPI = 5%&3%; Lamin A splicing = 2%; ALDH1A1 block = 18µM*; RECQ1 inh = -5%

(more compounds)
SMILES	SMN2 splice enh	RGS12 GoLoco inh	TexasRed fluor	KDM4E inh	TRb SRC2 PPI	Lamin A splicing	ALDH1A1 block	RECQ1 inh
CCCNC(=O)c1cnc(Sc2ncc(C(F)(F)F)cc2Cl)n1C	-10%	11%	2%	8%	5%	-4%	-6%	6%
O=C(CSc1ccc(-c2ccncc2)nn1)N1CCCC1	-24%	4%	5%	8%	-1%	nt	7%	-2%
O=C(COc1ccc(Cl)cc1)NCc1cn2cc(Cl)ccc2n1	14%	1%	-2%	4%	3%	-4%[46 µM]	13%	-3%
CC(=O)c1ccc(NC(=S)NC(C)c2ccc(Cl)cc2Cl)cc1 (configuration not stated)	-7%	12%	-1%	-21%	-4%	?	-11%	-28%
O=c1cc(-c2ccc([N+](=O)[O-])cc2)nc2cc(-c3ccc(Cl)cc3)[nH]n12	-3%	5%	-6%	0%	9%	-12%	18%	-4%
CCS(=O)(=O)c1nc2ccccc2n1Cc1ccccn1	-29%	2%	-1%	1%	4%	nt	6%	0%
Cc1ccc(C2=C(c3ccc([N+](=O)[O-])cc3)C(=O)OC2)cc1C	-43%[inhibitor]	24%	-1%	-1%	-1%	?	2%	-8%
CCOC(=O)N1CCN(Cc2nc(Cc3cccc(C(F)(F)F)c3)no2)CC1	nt	4%	-1%	-2%	7%	nt	11%	-4%
CC(C)C(C)NC(=O)COc1ccc(OCc2ccccc2)cc1 (configuration not stated)	0%	-4%	-4%	0%	-2%	-3%[9.22 µM]	-6%	-4%
C/C(=N\NC(=S)Nc1c(C)cccc1C)c1ccc(O)cc1	nt	5%	-1%	2%	-3%	nt	nt	14%
O=C(Cc1ccccc1F)Nc1nc(-c2cccs2)cs1	-13%	-6%	1%	-18%	5%	?	-1%	i
O=C(NCc1ccccc1)Nc1cccn(Cc2ccc(Cl)cc2)c1=O	nt	17%	-9%	-4%	-3%	nt	?	5%
O=C(Nc1nccs1)c1ccc(-c2ccc([N+](=O)[O-])cc2)o1	13µM*	18%	-2%	4%	-2%	?	22µM*	?
CCOC(=O)c1sc(NC(=O)CN2CCCC2)c(C(=O)OCC)c1C	-30%[inhibitor]	9%	1%	-1%	-3%	17%	?	i
COc1cc(C(=O)CSc2nnc(-c3ccc(O)cc3)n2CC2CCCO2)ccc1NC(C)=O (configuration not stated)	11%	-14%	0%	?	-1%	10%	?	11%

A portion of the library; count on the stated rates, not on these rows.
